Screens (PubChem BioAssay)
hcGAS lum = Primary biochemical luminescence assay for human cyclic GMP-AMP synthase inhibitors; Q8N884; recombinant h-cGAS, ATP depletion, Kinase-Glo luminescence; inhibition, % at 12.5 µM; 290,000 compounds, 0.081% hits;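 note: 0% = vehicle reaction and 100% = reaction without DNA for no activity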
Target sequence (Q8N884 whole entry, looked up): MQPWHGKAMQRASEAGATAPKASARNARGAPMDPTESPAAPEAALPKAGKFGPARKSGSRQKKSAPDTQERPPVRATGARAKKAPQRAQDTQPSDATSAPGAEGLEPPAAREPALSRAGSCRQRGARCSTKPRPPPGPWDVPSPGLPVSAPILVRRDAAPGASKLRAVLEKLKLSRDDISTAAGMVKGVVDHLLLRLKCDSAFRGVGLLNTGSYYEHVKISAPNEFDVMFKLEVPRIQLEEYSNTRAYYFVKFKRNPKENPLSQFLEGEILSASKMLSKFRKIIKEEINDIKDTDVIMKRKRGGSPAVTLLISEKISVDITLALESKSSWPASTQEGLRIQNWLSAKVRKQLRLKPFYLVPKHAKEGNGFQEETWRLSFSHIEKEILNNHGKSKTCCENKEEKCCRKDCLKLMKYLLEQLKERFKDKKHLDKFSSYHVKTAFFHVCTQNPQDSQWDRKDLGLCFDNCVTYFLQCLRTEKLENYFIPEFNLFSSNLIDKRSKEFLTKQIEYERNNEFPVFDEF
NPYLR7 agonist = agonists of mosquito NPYLR7 receptor, primary screen, cell-based, Aedes aegypti, calcium fluorescence, mosquito biting behavior. Aedes aegypti neuropeptide Y-like receptor 7 (NPYLR7). HEK293T NPYLR7/Galpha15, GCaMP6s calcium fluorescence. activation, % at 10 µM. 270,000 compounds, 0.15% hits. AID 1259423, 2018; in the data active = activation above about 40%;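 note: 0% = vehicle and 100% = reference agonist at the receptor; some compounds past the cut are filed as inactive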
mcGAS inh = cyclic GMP-AMP synthase inhibitors, mouse, primary biochemical chemiluminescence; Q8C6L5; recombinant cGAS, Kinase-Glo ATP depletion luminescence; inhibition, % at 12.5 µM; 160,000 compounds, 0.15% hits; AID 1259399, 2018;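 note: 0% = negative control wells and 100% = reference inhibitor with no enzyme activity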
* hit, by the source's call; x = no result given; & = joins results of further samples. Cut-off read from the data, not from the text of the source, unless noted: active = inhibition above about 40%; inactive = the rest.

#	structure	hcGAS lum	NPYLR7 agonist	mcGAS inh
1	Clc1ccc(-c2csc(NCC3CCCO3)n2)c(Cl)c1 (stereo not given)	-16	-1	-9
2	COc1cc(C(=O)N2C3CCC4(CC3)OC(=O)N(C)CC24)cc(OC)c1OC (stereo not given)	-6	17	-6
3	O=C(COc1ccccc1)N1C[C@@H]2C[C@H](C1)c1c(-c3cc4ccccc4s3)ccc(=O)n1C2	-1	-7	-2
4	Cc1cc2nc(-c3ccccc3)c(=O)n(C)c2cc1C	4	-8	x
5	CC(=NOCC(=O)O)c1ccc(Br)s1	-4	7	x
6	CN(C)C=Nc1ccc(OC(F)F)c(Cl)c1	-2	-3	-4
7	O=S(=O)(N1CCOCC1)N1CCOC(CCCc2ccccc2)C1 (stereo not given)	-7	15	-10
8	O=C(c1cccc(OC(F)F)c1)N1CCOC(COCc2c(Cl)cccc2Cl)C1 (stereo not given)	-5	13	x

Taken from above.
NPYLR7 agonist with no. 1 → -1
NPYLR7 agonist with no. 7 → 15

(list continues)
#	structure	hcGAS lum	NPYLR7 agonist	mcGAS inh
9	Cc1nn(CC(=O)NCCC(C)C)c(C)c1S(=O)(=O)N(C)C	-9	0	x
10	CCOc1ccccc1CN1CCN(Cc2cccc(C(C)=O)c2)CC1CCO (stereo not given)	-10	1	x
11	CCCCOc1cccc(-c2nnc(CCC(=O)N3CCN(C(=O)OCC)CC3)c(=O)[nH]2)c1	-8	7	x
12	Cn1cccc1-c1cc(C(=O)NC(Cc2ccccc2)c2ccccc2)n(-c2ccccc2)n1 (stereo not given)	-5	-3	-4
13	C=C1c2ccccc2C(=O)N1CC(=O)OC(C)C(=O)NC(=O)NCC (stereo not given)	2	-4	x
14	Cc1cc(C(=O)N2CCc3onc(-c4ccccc4)c3C2)nc(C)n1	-10	13	-12
15	CC(C)C1=C(CNC(=O)Cn2c(=O)n(C)c3ccccc32)CCCO1	-1	5	x
16	Cc1ccc(C2=NOC(CN(Cc3ccccc3Cl)C(=O)c3ccccc3F)C2)cc1 (stereo not given)	-5	13	-1

Some of the entries so far, with values under each structure.
Below each compound – hcGAS lum	NPYLR7 agonist	mcGAS inh
#15 CC(C)C1=C(CNC(=O)Cn2c(=O)n(C)c3ccccc32)CCCO1
 : -1	5	x
#12 Cn1cccc1-c1cc(C(=O)NC(Cc2ccccc2)c2ccccc2)n(-c2ccccc2)n1 (stereo not given)
 : -5	-3	-4

Remaining list, next part
#	structure	hcGAS lum	NPYLR7 agonist	mcGAS inh
17	COCCNC(=O)N(C)CC1CCC(C)CC1 (stereo not given)	-8	-2	x
18	O=C(CSCCO)Nc1nccs1	4	4	x
19	O=C(CC1CC2CCC1C2)NCc1ccc(C(=O)N2CCNC(=O)C2)cc1 (stereo not given)	3	-2	-2
20	CN(CCc1ccccn1)CC1(N2CCOCC2)CCCCC1	-13	x	-5
21	CN1CC2(CCCN(C(=O)CCn3cnnc3)CC2)OC1=O (stereo not given)	-3	-1	x
22	Cc1ccsc1-c1nccn1CC(c1ccccn1)N1CCOCC1 (stereo not given)	-3	0	x
23	Cn1cnnc1Sc1ccc(CN2CCC3(CCCNC3)C2)o1 (stereo not given)	-5	4	-17
24	CCOc1ccc(NC(=O)COc2ccc3c(C)cc(=O)oc3c2)cc1	-16	16	x
25	COCCN1C(=O)N(Cc2cccc3ccccc23)C(=O)C12CCN(Cc1ccccn1)CC2	-5	7	-16
26	CC(=O)N1N=C(Cc2ccccc2)OC1C(=O)O (stereo not given)	-2	9	x
27	NC(=O)c1nc(-c2cccnc2)nc2c1[nH]c(=O)n2-c1ccccc1F	-5	19	-6
28	CCOc1ccccc1C(=O)NCc1cccc(-c2ncc(-c3ccc(F)cc3)[nH]2)c1	-3	-3	-6
29	Cc1oc(-c2cc3c(cc2Cl)OCO3)nc1CN1CCCCC1c1ccccn1 (stereo not given)	-7	15	x
30	O=C(c1n[nH]c2ccccc12)N1CCN(CC2CCCO2)CC1 (stereo not given)	-7	4	-7
31	CCc1nc2ccc(C(=O)Nc3ccc4c(c3)OCC(=O)N4)cn2c1N(C)Cc1nccn1C	-3	-4	-2
32	NC(=O)C1CCCN1C(=O)NC(=O)CSc1ccccc1Cl (stereo not given)	21	-6	18
33	S=c1[nH]c2ccccc2n1Cc1ccccc1	-8&-3	4&-10	-4
34	Cc1ccc(CN(CCc2ccccc2)C(=O)CN(CC(=O)OCc2ccccc2)CC2CCCO2)o1 (stereo not given)	-4	x	-8
35	CC1CN(C(C)c2ccc(F)cc2)CCO1 (stereo not given)	-7	0	x
36	CCOC(=O)C1CCCN(C(=O)c2ccc(CSc3nc(N4CCCC4)cc(C(F)(F)F)n3)cc2)C1 (stereo not given)	0	19	-2
37	COc1ccc(SC(C)C(=O)NC2CCC(=O)NC2c2ccccc2)cc1 (stereo not given)	-4	4	x
38	Cc1cc(N(C)C)ccc1NC(=O)Cc1noc2ccccc12	7	-1	1
39	Cc1cn2c3c(=O)n(CC(C)C)c(=O)n(C)c3nc2n1-c1ccc(S(N)(=O)=O)cc1	-6	9	-9
40	COc1cc(NC(=O)Cn2nc(C(F)(F)F)c(Br)c2C)c(OC)cc1Cl	-4	0	x
41	CCOc1ccc(NC(=O)CSc2ccc3nnc(-c4cccnc4)n3n2)cc1	-3	-2	-6
42	COc1ccc(CCc2nnc(CCC(=O)N(C)Cc3ccnc4ccccc34)o2)cc1	-1	1	-6
43	O=C(COCc1ccccc1)N1CCOC(COCc2ccccc2F)C1 (stereo not given)	2	-1	0
44	COc1ccc(C2=CCN(C(=O)c3cccnc3SC3CCCC3)CC2)cc1	-8	1	-14
45	COc1ccc(-c2noc(Cn3nnc(-c4ccc(Cl)cc4)n3)n2)cc1OC	-1	4	-8
46	O=C(c1cccnc1Sc1ccc(Cl)cc1)N1CCOCC1	-8	10	-7
47	O=C(CSc1nnc(C2(c3ccc(Cl)cc3)CCC2)o1)Nc1nc(-c2ccccc2)cs1	-5	-5	x
48	O=C(NCC1(O)CCNC1)c1cnc(Nc2ccccc2)nc1 (stereo not given)	-6	9	x
49	Cc1ccc2c(c1)CN(CCC(=O)NC1CCN(Cc3ccccc3)CC1)CC(C)O2 (stereo not given)	-11	6	-12
50	CC(Oc1ccccc1-c1cccc2cnccc12)C(N)=O (stereo not given)	2	-1	x
51	CCOC(=O)c1c[nH]c2c(F)cccc2c1=O	4	-1	x
52	CC(C)(C)NC(=O)c1cc(-c2ccccc2)nc2cc(C(C)(C)C)nn12	-11	-4	-10
53	O=S(=O)(NCc1cccnc1OCC(F)(F)F)c1ccccc1F	-5	-1	-12
54	CCCCOCCOCC(=O)N1CCC(n2c(Cc3ccccc3)nc3ccccc32)CC1	-2	-6	-5
55	Cc1cc(S(=O)(=O)NCCC(=O)O)cc(C)c1Cl	2	4	x
56	O=C(NCC1CCCO1)c1cccnc1N1CCN(C(=O)COc2cccc(Cl)c2)CC1 (stereo not given)	-5	-4	-7
57	C=CCOc1cccc(C=C2N=C(c3ccc4c(c3)OCO4)OC2=O)c1	-5	10	-10
58	CC(C)NC(=O)C1=CN2CCNC(=O)N=C2O1	-11	1	x
59	CC(C)(C)OC(=O)NC1CCN(C(=O)c2cccnc2Nc2cccc(C(F)(F)F)c2)C1 (stereo not given)	-3	6	-6
60	COc1ccc(C(=O)N2CCN(C)CC2)cc1NC(=O)NCC1CCCC1	4	3	-2
61	Cc1cccc(NC(=O)Nc2ccc(Nc3ccc(-n4ccc(C)n4)nn3)cc2)c1	-1	-2	-4
62	O=C(NCCCOc1cccc([N+](=O)[O-])c1)/C(=C/c1ccccc1)c1ccccc1	-6	-23	-3
63	CC(C)c1nccn1CCCNC(=O)c1ccc(-c2cc3ccccc3o2)nc1	2	2	x
64	CC(=O)NC[C@H]1CN(c2ccc(N3CCOCC3)c(F)c2)C(=O)O1	-2	-6	x

Nos. 61 through 62, reprinted for reference:
#	structure	hcGAS lum	NPYLR7 agonist	mcGAS inh
61	Cc1cccc(NC(=O)Nc2ccc(Nc3ccc(-n4ccc(C)n4)nn3)cc2)c1	-1	-2	-4
62	O=C(NCCCOc1cccc([N+](=O)[O-])c1)/C(=C/c1ccccc1)c1ccccc1	-6	-23	-3

Following part.
#	structure	hcGAS lum	NPYLR7 agonist	mcGAS inh
65	Cc1ccnc(SCc2cc(=O)c(OC(=O)c3ccccc3C)co2)n1	-3	-13	-6
66	COc1cccc(CN(Cc2ccc(F)cc2)Cc2nc(C(=O)O)co2)c1	3	-11	0
67	CCOc1ccc2nc(SCC(=O)Nc3cccc(C)c3)sc2c1	-10	-6	-8
68	O=C(NCc1cccc(S(=O)(=O)NCc2cccc(F)c2)c1)C1CCC1	-5	-2	x
69	Cc1ccc2nc(CN(C)Cc3ccccc3C(=O)O)[nH]c2c1	-5	-3	x
70	CC1=C(C(=O)OC(C)C)C(c2ccco2)C2=C(CCCC2=O)N1 (stereo not given)	1	3	-4
71	O=C(O)c1cccc(NS(=O)(=O)C2=Cc3ccccc3CC2)c1	2	0	x
72	Cc1cc(C)c(S(=O)(=O)NCCCn2nc(-c3cccs3)ccc2=O)cc1C	3	2	x
73	O=c1nc(SCc2c(F)cccc2Cl)nc2ccccn12	-4	2	-7
74	O=C(O)c1cc(C(=O)O)cc(N2C(=O)C3C4C=CC(C4)C3C2=O)c1 (stereo not given)	-4	-1	-6
75	COc1ccc(C2=Nc3nnnn3C(c3cccc(OC)c3OC)C2)cc1 (stereo not given)	-9	15	x
76	O=C(c1nn[nH]n1)c1c(O)c2ccccc2n(-c2ccccc2)c1=O	-4	2	x
77	COC(=O)c1ccc(OC)c(CN2N=NC3C(=O)N(c4ccc(OC)c(Cl)c4)C(=O)C32)c1 (stereo not given)	-3	1	-3
78	Cc1ccc(Cl)c(NC(=O)c2cccc(CN3CCCC(O)C3)c2)c1 (stereo not given)	-3	2	-15
79	CCN(CC)c1onc(-c2ccccc2)c1CN(CC(O)Cc1ccccc1)CC1CC1 (stereo not given)	-7	x	-6
80	CNS(=O)(=O)c1ccc(Cl)cc1Cl	-6	4	x

Whole records, quoted from the list. Order of screens: hcGAS lum, NPYLR7 agonist, mcGAS inh
`Cc1ccsc1-c1nccn1CC(c1ccccn1)N1CCOCC1` (stereo not given) is entered as -3, 0, x
`COC(=O)c1ccc(OC)c(CN2N=NC3C(=O)N(c4ccc(OC)c(Cl)c4)C(=O)C32)c1` (stereo not given) is entered as -3, 1, -3

Later entries.
#	structure	hcGAS lum	NPYLR7 agonist	mcGAS inh
81	Cc1ccn2c3c(nc2c1)CNC(=O)CC3c1ccc(Cn2cccn2)cc1 (stereo not given)	-3	-2	x
82	CN1CC2N(c3ccccn3)C3CCC2(CC3)OC1=O (stereo not given)	-3	19	-7
83	Cc1cc(C)cc(Oc2cc(-n3nc(C)cc3C)ncn2)c1	0	-1	x
84	COc1cc(C)c(S(=O)(=O)NCc2ccc3c(c2)OCO3)cc1C	-1	3	-9
85	CC(C)n1cc(CNC2CC(=O)N(C3Cc4ccccc4C3)C2)cn1 (stereo not given)	-9	16	-14
86	O=C(Cn1c(=O)n(C2=CCCCC2)c2ccccc21)N1CCOCC1	-12	0	x
87	O=C(c1ccc(Cl)c(Cl)c1)C1CCN(C(=O)c2ccnc(NC3CC3)c2)CC1	-5	-4	x
88	CC(=O)c1sc(=Nc2ccccc2C)n(CCO)c1C	-5	-3	-8
89	O=c1cnnc(SCc2cccc(C(F)(F)F)c2)[nH]1	3	-1	-5
90	CCCn1cc(CNC(=O)c2ccccc2C2CCNC2)cn1 (stereo not given)	-5	6	x
91	Cn1cnnc1SCc1csc(Cc2ccc3c(c2)OCO3)n1	-2	7	-4
92	COc1cccc(C(=O)N2CCSC23CCN(S(=O)(=O)c2ccc(F)cc2)CC3)c1	-1	19	-5
93	CCOC(=O)C=C(C)Nc1cnn(-c2ccccc2)c1	-2	0	-1
94	O=C(CSc1nc2ccccc2[nH]1)N/N=C\c1cccnc1	-1	-5	-1
95	Cc1cccc(C)c1Nc1c(-c2ccccc2Cl)nc2ccc(Cl)cn12	-4	17	-3
96	COc1ccc(OC)c(CNC(=O)c2ccc3c(c2)OCCCO3)c1	-18	1	x
97	CC(=O)Nc1ccccc1OC(C)C(=O)Nc1c(Cl)cc(Cl)cc1Cl (stereo not given)	-6	-5	-8
98	O=C(CSc1ncnc2sccc12)NC1CCS(=O)(=O)C1 (stereo not given)	-6	-1	x
99	CC(Cc1cccs1)NC(=O)C(C)n1cncn1 (stereo not given)	-9	8	x
100	CCCN(CC(=O)N(CCc1ccc(OC)c(OC)c1)Cc1sccc1C)C(=O)c1ccc(OC)cc1OC	2	-18	-1
101	c1ccc(Oc2nc(NC3CCCCC3)c3[nH]cnc3n2)cc1	-4	-4	x
102	Cc1ccc(-c2csc3ncnc(N4CC(C(N)=O)CCC4C)c23)cc1 (stereo not given)	-2	7	x
103	NC(=O)CSc1ccc(-c2ccc(F)cc2)nn1	1	2	-8
104	CCn1nccc1C(=O)N1CCC2(CC1)CCC(O)(CN(C)C)CC2	-7	x	-4

An unsorted share of the library; 0.29% or so of the library scored in one or more.
